# SENP8 block: blocks human SENP8 cleavage of Nedd8 substrate; Q96LD8; recombinant SENP8, Nedd8 substrate fluorescence; inhibition, % at 20 µM; hit rate 0.64% among 360,000; AID 602440; in the data active means inhibition mostly above about 40%, no sharp cut-off; inactive means mostly below about 27%
# Target sequence (Q96LD8 whole entry, looked up): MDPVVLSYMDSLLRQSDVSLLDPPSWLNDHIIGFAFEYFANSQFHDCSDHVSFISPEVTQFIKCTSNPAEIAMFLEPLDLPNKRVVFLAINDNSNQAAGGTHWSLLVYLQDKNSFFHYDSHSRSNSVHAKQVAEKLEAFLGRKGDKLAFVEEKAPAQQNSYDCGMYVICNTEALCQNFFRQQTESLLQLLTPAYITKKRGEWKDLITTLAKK
# ATG4B inh: inhibitors of human ATG4B cysteine protease; Q9Y4P1; ATG4B cleavage of LC3-PLA2, NBD-HPC fluorescence, 1 h; inhibition, % at 8.33 µM; hit rate 0.51% among 340,000; AID 504462; in the data active means inhibition above about 40%
# Target sequence (Q9Y4P1 whole entry, looked up): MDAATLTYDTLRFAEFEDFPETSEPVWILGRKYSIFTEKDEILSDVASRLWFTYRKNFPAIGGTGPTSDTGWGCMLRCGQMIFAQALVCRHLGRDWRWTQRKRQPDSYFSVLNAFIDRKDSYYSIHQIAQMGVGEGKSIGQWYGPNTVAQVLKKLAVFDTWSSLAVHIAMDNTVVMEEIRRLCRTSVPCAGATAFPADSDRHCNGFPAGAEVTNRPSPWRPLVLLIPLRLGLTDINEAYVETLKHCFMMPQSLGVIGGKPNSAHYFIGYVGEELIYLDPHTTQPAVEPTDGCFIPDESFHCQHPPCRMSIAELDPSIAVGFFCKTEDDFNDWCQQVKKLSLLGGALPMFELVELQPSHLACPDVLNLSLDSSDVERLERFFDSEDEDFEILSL
# SENP6 inh: inhibitors of human SENP6 protease. Q9GZR1. Recombinant SENP6 catalytic domain, aminoluciferin luminescence. inhibition, % at 10 µM. hit rate 1.8% among 330,000. AID 2599;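 active means inhibition above about 50% at the single tested dose, limit read from the data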;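 further: plate controls were DMSO wells with enzyme for no effect and DMSO wells lacking enzyme for full effect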
# SENP1 FRET inh: SENP1 (human) catalytic domain inhibition; Q9P0U3; inhibition, % at 10 µM; recombinant SENP1 catalytic domain, CyPet-SUMO1-YPet FRET cleavage; AID 624204; hit rate 0.21% among 360,000;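 active means inhibition at least 30% at 10 µM, raw YFP signal under a set limit, fluorescence ratio 0.5 to 1.5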;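 further: 0% = enzyme with DMSO and 100% = no enzyme wells; some results filed as inactive read as strong as hits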
# Target sequence (Q9P0U3 419-644 limits assumed): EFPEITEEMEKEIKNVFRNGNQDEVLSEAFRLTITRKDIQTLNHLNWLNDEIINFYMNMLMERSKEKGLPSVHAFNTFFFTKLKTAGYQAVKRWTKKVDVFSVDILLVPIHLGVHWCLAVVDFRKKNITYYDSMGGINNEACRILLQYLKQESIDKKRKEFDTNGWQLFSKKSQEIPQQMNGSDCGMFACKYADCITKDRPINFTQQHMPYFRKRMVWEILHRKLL
#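 Assay system – human recombinant His6-tagged SENP1 catalytic domain enzyme · Input – SENP1 enzyme, 20 pM final · Buffer or medium – Tris pH 8 buffer plus EDTA, NaCl, BME, BSA, NP40, catalase · Schedule – 50 min reaction at room temperature · Technique – FRET read of cyan and yellow fluorescence · Control set – no-enzyme wells low, DMSO-plus-enzyme wells high control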
# NR3A LBD binder: NR3A (human) ligand-binding domain modulation; NR3A LBD differential scanning fluorimetry, Tm shift; 0% = protein alone, 100% = glycine-bound protein; Tm shift relative to glycine control, % at 25 µM; hit rate 2.5% among 340,000;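 active means melting temperature shift of at least 10% of the positive control shift, at one fixed dose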
# MPTP block: blocks calcium-induced mitochondrial swelling; hit rate 1.4% among 360,000; AID 602449; inhibition, % at 10 µM; isolated mouse mitochondria, Ca2+ swelling absorbance, 30 min;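 active means inhibition of 50% or more, scaled per plate between neutral and stimulator controls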;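 further: 0% = DMSO wells given calcium and 100% = 1 mM EGTA wells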
# hIAP activ: increases human intestinal alkaline phosphatase activity; activation factor at 10 µM; purified human IAP, CDP-Star luminescence, 30 min; active compounds read high; 1 = vehicle-only enzyme, 0 = enzyme-free background; hit rate 0.16% among 330,000; P09923;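 active means activation factor of the enzyme at least 2-fold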; further: the source names both 10 and 20 µM as test concentration; values of inactives mirror those of a sister screen read the other way
# PfG6PD inh: PfG6PD (Plasmodium falciparum) enzyme inhibition; PfGluPho enzyme, NADPH resazurin-diaphorase fluorescence; inhibition, % at 20 µM; hit rate 0.78% among 350,000;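 active means inhibition reaching at least a set limit at 20 µM in the primary screen, cut at about 59% in these data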;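 further: 0% = DMSO wells with substrate and 100% = DMSO wells lacking glucose-6-phosphate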
# * hit, by the source's call; x = not tested or not shown.
SMILES,SENP8 block,ATG4B inh,SENP6 inh,SENP1 FRET inh,NR3A LBD binder,MPTP block,hIAP activ,PfG6PD inh
Cc1ccc(NS(=O)(=O)c2ccc(Cl)s2)cc1S(=O)(=O)N(C)C,10,-4,-11,2,-6,5.4,1,-1
COc1ccc(CN(C)C(=O)CCN(c2ccccc2)S(=O)(=O)c2ccc(C)cc2)c(OC)c1,3,15,-8,1,1,-0.6,0.84,-9
O=C(CCCN1C(=O)C2CCCCN2C1=O)N1CCN(c2ccc([N+](=O)[O-])cc2)CC1 (configuration not stated),30,6,7,2,-1,-1.3,0.99,-7
COC(=O)CC#N,10,-4,-4,1,0,-1.6,0.95,5
C[C@@H]1CN([C@H](C)CO)C(=O)CCCn2nncc2CO[C@H]1CN(C)S(=O)(=O)c1ccc(Cl)cc1,20,x,x,0,x,-0.7,x,12
CC(NC(=O)N(Cc1ccccc1)Cc1ccc2c(c1)OCO2)(C(F)(F)F)C(F)(F)F,22,20,0,0,-1,1.4,1.1,-2
COc1cc(S(=O)(=O)Nc2cccc(C)c2)ccc1NC(=O)c1ccncc1,4,0,-2,1,1,-0.2,1.1,1
COC(=O)c1cc(Cn2nc(C(=O)O)c3ccccc3c2=O)oc1C,13,2,-4,-1,-4,-0.2,0.95,-5
COc1cccc(NS(=O)(=O)c2ccc(-c3coc(C)n3)cc2)c1,-2,-1,-11,0,0,4.8,1.1,-12
COc1ccc(-n2ncc3c2CC(C)(C)CC3NC(=O)CCCN2CCCC2=O)cc1 (configuration not stated),3,18,5,0,-2,-0.8,0.97,-8
O=C(COc1ccc(/C=N/NC(=O)c2ccccc2O)cc1)Nc1ccccc1,-426,5,4,-1,16*,-2.3,0.98,-8
CSc1ccc(S(=O)(=O)Nc2ccc(S(=O)(=O)Nc3ccc(C)cc3)cc2)cc1,10,-11,17,0,25*,0.8,0.83,-26
COC(=O)c1cn(NC(=O)Cc2ccccc2Br)c(=O)c2ccccc12,12,2,-3,0,2,0.1,1,-31
CCOC(=O)c1cnn(-c2ccccc2)c1NC(=O)c1ccc(C)cc1,2,-3,-3,0,2,-0.3,1.1,-4
CC(=O)Nc1ccc(NC(=O)C2CCCN(c3nnc(-n4cccc4)s3)C2)cc1 (configuration not stated),14,-15,-5,1,-3,-3.3,1.2,1
COc1ccc(NS(=O)(=O)c2ccc3oc(=O)c4[nH]c(=O)c(=O)n(C)c4c3c2)cc1,-378,5,-1,-14,2,-0.3,1.2,-22
CCOC(=O)CCn1cc(F)c(=O)[nH]c1=O,2,-5,2,3,1,-1.3,0.86,-8
Cn1c(CC(=O)Nc2ccccc2F)nnc1SCC(=O)Nc1ccccc1Br,16,0,-16,2,-1,-2.1,1.1,0
Cc1cc(=O)n(CNC(=O)c2ccccc2)c(=S)[nH]1,11,-2,-29,2,1,0.1,0.85,-13
O=C(COC(=O)/C=C/c1ccc(OC(F)F)cc1)NC1CCCCC1,20,8,2,2,1,-1.1,1,-9
CC1(C)Cc2ccccc2-c2nnc(-c3ccco3)n21,16,-6,5,1,-2,-0.3,0.98,-4
O=C(NC1CC1)C1CCN(C2CCN(C(=O)CC3=CCCCC3)CC2)CC1,-7,1,9,-11,1,-1.8,0.93,-8
CCOc1cc2c3c(c1)C1(Nc4ccccc4S1)C(=O)N3C(C)(C)CC2C (configuration not stated),13,43*,-16,-4,0,1.1,0.83,20
CC(C)Nc1nc(-c2ccccn2)nc(-c2ccccc2)c1C#N,-198,-12,-15,2,-1,-0.4,1,-5
CC(C)c1nnc(NC(=O)c2nc(S(=O)(=O)Cc3ccccc3F)ncc2Cl)s1,x,-13,3,x,3,x,1.1,-3
COc1ccccc1NC(=O)Nc1ccc2[nH]c(=O)[nH]c2c1,10,-3,-2,-2,0,0.0,0.92,-6
CCc1nnc(-n2nc(C)cc2-c2ccccc2)n1N,25,-7,-6,4,-5,-0.1,1.1,32
CC(=O)Nc1ccc(C(=O)Nc2nc(-c3cccnc3)cs2)cc1,-74,-7,6,-1,4,-0.7,0.91,60*
Cc1cccc(-c2nnc(N)s2)c1,6,8,-19,-1,2,-0.3,0.98,-8
Cc1ccc(C(=O)/C=C2\NCC(C)NC2=O)cc1 (configuration not stated),16,-4,-12,1,1,0.1,0.91,-8
COc1ccc(-c2nnc3ccc(SCC(=O)N4CCCCC4)nn23)cc1OC,19,-9,-20,2,-1,-0.4,1.1,14
COc1ccc(NC(=O)C(C/C=C(/C)Cl)C(C)=O)cc1 (configuration not stated),34,5,3,1,2,-0.4,0.91,-12
c1ccc(C2(CNc3ccccn3)CCCC2)cc1,5,0,-5,-2,4,-1.2,0.98,20
c1ccc(CCc2cc3ccccc3[nH]2)cc1,-23,21,4,3,-6,-0.2,0.95,23
CCc1ccccc1NC(=O)C1CCN(S(=O)(=O)c2ccc(N3CCCC3=O)cc2)CC1,13,x,x,1,x,-0.4,x,-23
COc1cc(/C=C/C(=O)c2ccc3c(c2)OCO3)cc(OC)c1OC,-65,-6,-17,3,-2,-0.2,1.1,19
COc1c(O[C@@H]2O[C@H](CO)[C@@H](O)[C@H](O)[C@H]2O)cc2c(c1OC)-c1ccc(SC)c(=O)cc1C(NC(C)=O)CC2 (some centres not stated),11,-5,-6,-1,2,0.2,0.88,-2
O=C(Cn1cncn1)N/N=C/c1ccncc1,23,0,-11,0,1,-0.7,1.1,4
CCOC(=O)c1[nH]c2ccccc2c1NC(=S)Nc1ccccc1C,-352,0,3,1,-1,1.9,0.96,13
O=C(CSc1cn(Cc2ccccc2)c2ccccc12)NCc1ccc(F)cc1,3,-9,-18,-19,-4,0.0,0.97,4
CCCCNC(=O)c1onc(CSc2ccc(C(C)C)cc2)c1C(=O)O,-4,-3,x,0,-19,6.6,x,-27
Cc1c(C(=O)Nc2ccc(S(=O)(=O)N(C)C3CCN(C)CC3)cc2)oc2ccccc12,-26,-13,-1,3,-1,-0.5,0.8,32
Cc1cc2cc(CN(Cc3cccs3)C(=S)NCC3CCCO3)c(=O)[nH]c2cc1C (configuration not stated),-52,6,-5,1,-1,3.4,0.95,16
Cc1cccc(C)c1NC(=O)CN(C)C(=O)c1ccc(OCc2ccccc2)cc1,6,x,x,4,x,0.5,x,14
Cc1ccc(C(=O)CSc2nnnn2Cc2ccccc2)cc1C,27,4,-23,1,0,1.0,0.91,9

# Ordered by count of non-hydrogen atoms (ascending): 14 of the compounds above
SMILES,SENP8 block,ATG4B inh,SENP6 inh,SENP1 FRET inh,NR3A LBD binder,MPTP block,hIAP activ,PfG6PD inh
Cc1cccc(-c2nnc(N)s2)c1,6,8,-19,-1,2,-0.3,0.98,-8
c1ccc(CCc2cc3ccccc3[nH]2)cc1,-23,21,4,3,-6,-0.2,0.95,23
Cc1ccc(C(=O)/C=C2\NCC(C)NC2=O)cc1 (configuration not stated),16,-4,-12,1,1,0.1,0.91,-8
c1ccc(C2(CNc3ccccn3)CCCC2)cc1,5,0,-5,-2,4,-1.2,0.98,20
CCc1nnc(-n2nc(C)cc2-c2ccccc2)n1N,25,-7,-6,4,-5,-0.1,1.1,32
COc1ccccc1NC(=O)Nc1ccc2[nH]c(=O)[nH]c2c1,10,-3,-2,-2,0,0.0,0.92,-6
Cc1ccc(C(=O)CSc2nnnn2Cc2ccccc2)cc1C,27,4,-23,1,0,1.0,0.91,9
COc1cc(/C=C/C(=O)c2ccc3c(c2)OCO3)cc(OC)c1OC,-65,-6,-17,3,-2,-0.2,1.1,19
CCCCNC(=O)c1onc(CSc2ccc(C(C)C)cc2)c1C(=O)O,-4,-3,x,0,-19,6.6,x,-27
COc1ccc(-c2nnc3ccc(SCC(=O)N4CCCCC4)nn23)cc1OC,19,-9,-20,2,-1,-0.4,1.1,14
Cc1cccc(C)c1NC(=O)CN(C)C(=O)c1ccc(OCc2ccccc2)cc1,6,x,x,4,x,0.5,x,14
Cc1c(C(=O)Nc2ccc(S(=O)(=O)N(C)C3CCN(C)CC3)cc2)oc2ccccc12,-26,-13,-1,3,-1,-0.5,0.8,32
CCc1ccccc1NC(=O)C1CCN(S(=O)(=O)c2ccc(N3CCCC3=O)cc2)CC1,13,x,x,1,x,-0.4,x,-23
COc1c(O[C@@H]2O[C@H](CO)[C@@H](O)[C@H](O)[C@H]2O)cc2c(c1OC)-c1ccc(SC)c(=O)cc1C(NC(C)=O)CC2 (some centres not stated),11,-5,-6,-1,2,0.2,0.88,-2

# Later entries.
SMILES,SENP8 block,ATG4B inh,SENP6 inh,SENP1 FRET inh,NR3A LBD binder,MPTP block,hIAP activ,PfG6PD inh
Cc1ccc(S(=O)(=O)Oc2ccc(C3C4=C(CCCC4=O)N(CCC(=O)O)C4=C3C(=O)CCC4)cc2Cl)cc1,-333,18,-13,-26,-6,-2.8,0.95,3
COc1cccc(OCC(=O)O)c1,2,-2,8,1,-2,-1.5,1.1,2
Cc1nn(C)c(NC(=O)c2ccc(Cl)cc2)c1Cl,14,4,-16,0,-2,-0.1,0.94,-7
CCC(C)[C@H](NC(=O)NCc1cccnc1)C(=O)OC (some centres not stated),2,-17,-18,-1,2,2.2,0.98,17
O=C(c1ccc(Cl)cc1)N1CCc2c([nH]c3ccccc23)C1C(F)(F)F (configuration not stated),16,-4,-13,1,-6,4.0,0.91,9
COC(=O)[C@H]1CCCN1C(=O)Nc1cccc(Oc2c(F)c(F)c(F)c(F)c2F)c1,22,-8,-15,0,1,-0.9,0.91,5
C[C@@H]1CN([C@@H](C)CO)C(=O)CCCn2nncc2CO[C@@H]1CN(C)S(=O)(=O)c1cn(C)cn1,-3,x,x,0,x,0.5,x,-14
COCCn1c(=O)[nH]c2cc(C(=O)NCc3ccccc3)ccc2c1=O,-122,-12,4,-4,1,0.3,0.94,-6
COc1cc(-c2noc(C)c2C(=O)NCC[C@@H]2CCCN2C)cc(OC)c1OC,-6,x,-2,-7,1,-3.8,1.2,-10
O=C(CC(=O)c1ccccc1)CC(O)(C=Cc1ccccc1)c1ccccc1 (configuration not stated),7,0,x,-4,2,3.9,x,3
COc1ccccc1C1CC(=O)Oc2cc(C)c(Cl)cc21 (configuration not stated),11,5,x,1,-3,-2.7,x,-11
C[C@H](CO)N1C[C@H](C)[C@@H](CN(C)C(=O)NC2CCCCC2)Oc2c(NC(=O)Cc3ccccc3)cccc2C1=O,12,2,-9,1,-1,-1.7,0.85,2
O=C(c1ccc(Cl)c(S(=O)(=O)N2CCOCC2)c1)N1CCN(c2ccccc2F)CC1,8,-4,4,0,6,0.9,1.3,-4
O=C(O)c1occc1CSc1ccccc1,11,-14,-4,0,0,-0.6,1.1,3
COc1ccc2nc3oc(C(=O)N4CC(C)CC(C)C4)cc3cc2c1 (configuration not stated),-316,17,-17,-1,-9,0.3,1.1,22
COc1ccc(S(=O)(=O)NCCSc2ccc(C)cc2)cc1OC,22,-5,-2,1,1,4.9,0.97,-14
COc1ccc(NC(=S)N2CCC(C(=O)c3ccc(F)cc3)CC2)c(OC)c1,7,-3,-8,3,-1,2.2,1,-16
Cc1cc(C)n(-c2ccc(F)cc2CN2CCN(Cc3ccccc3)C(CCO)C2)n1 (configuration not stated),5,0,2,0,-1,-2.5,1.1,-8
Nc1nc(=O)n(C2CC(O)C(CO)O2)cc1F (configuration not stated),22,14,x,4,0,-2.6,x,3
